Screening results (PubChem BioAssay)
TNAP activation fold = stimulation of alkaline phosphatase TNAP activity – biochemical, luminescent, no phosphate acceptor, uHTS, primary screen (AID 1001). purified TNAP, luminescent activation assay, no phosphate acceptor; higher activation fold means a stronger effect. activation fold at 20 µM; hits with a dose series show EC50 in µM. hit rate 0.03% among 200,000; in the data active means activation fold from about 3, or a potency from the dose series; inactive means the rest, 99 in 100 with activation fold below about 1.6; further: many of its hits are not listed in these tables
PMI inhibitors = MPI enzyme activity inhibition – biochemical, fluorescence intensity, coupled assay, primary screen (AID 1209) | purified PMI enzyme, coupled fluorescence intensity; higher % means a stronger effect | inhibition, % at 20 µM, or IC50 in µM where a hit was titrated | hit rate 0.42% among 190,000;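 further: plate controls were DMSO vehicle for no effect and wells lacking substrate for full effect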
RSV CPE inhibition = RSV antiviral activity via CPE protection, HEp-2 cells, primary 10 µM value included (AID 2391); hit rate 0.13% among 310,000; HEp-2 cells, RSV-induced CPE inhibition; higher % means a stronger effect; CPE inhibition, % at 10 µM, or IC50 in µM where a hit was titrated; in the data active means a potency from the dose series; inconclusive means CPE inhibition mostly from about 23% at the one dose, without a potency; inactive means the rest, 99 in 100 with CPE inhibition below about 21%; further: strong numbers were not always called active
Myeloid diff 2 = promotes myeloid progenitor differentiation; ER-HoxA9 myeloid progenitors, lysozyme-GFP differentiation, flow cytometry; calls only at 10 µM; hit rate 1% among 360,000; AID 624256;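 active means normalized GFP-positive differentiation at or above the plate's own cutoff, the solvent-only control mean plus 3 SD; inconclusive means no clear call, values can overlap the other calls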;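 further: cells exposed to compound for four days before flow analysis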
PhoP inhibition = PhoP-dependent GFP reporter repression – Salmonella Typhimurium, primary screen (AID 1863) | S. Typhimurium PhoP-regulated promoter GFP reporter, 4 h; higher % means a stronger effect | one-dose inhibition, % at 50 µM; IC50 in µM for titrated hits | hit rate 0.16% among 300,000;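 active means inhibition over 29.93%, a cutoff 3 SD above the screen mean, later confirmed by dose response; inconclusive means inhibition over 29.93% but no dose response follow-up; inactive means inhibition at most 29.93% or unconfirmed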;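 further: 0% = low Mg2+ inducing control and 100% = high Mg2+ repressing control; strong numbers were not always called active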
PMI inhibition = MPI inhibition at elevated mannose 6-phosphate – biochemical, fluorescence intensity, high mannose 6-phosphate, primary screen (AID 1220); recombinant PMI enzyme, coupled fluorescence intensity; higher % means a stronger effect; hit rate 0.66% among 190,000; one-dose inhibition, % at 20 µM; IC50 in µM for titrated hits
XIAP displacement = XIAP antagonists, biochemical, IAP family, fluorescence polarization (AID 1018). XIAP BIR domain, fluorescence polarization peptide displacement; higher % means a stronger effect. hit rate 0.007% among 200,000. one-dose displacement, % at 20 µM; IC50 in µM for titrated hits; in the data active means displacement above about 50%; further: a part of the inactive calls stands beside numbers as strong as those of hits
Siah-1 displacement = Siah-1 peptide-binding antagonists, primary screen, biochemical, fluorescence polarization, rhodamine-plectin, uHTS (AID 1817) | Siah-1 / rhodamine-plectin peptide fluorescence polarization; higher % means a stronger effect | one-dose displacement, % at 20 µM; IC50 in µM for titrated hits | hit rate 0.02% among 290,000;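 active means displacement of at least 50% at 20 µM, with a fluorescence ratio check between 0.3 and a set limit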;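 further: plate controls were Siah plus tracer with DMSO for no effect and tracer alone without Siah for full effect; strong numbers were not always called active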
WT yeast gro inh = growth inhibition of WT yeast, mitochondrial fusion screen | mitochondrial fusion phenotypic screen, WT strain | inhibition, % at 10 µM | hit rate 2.1% among 190,000; in the data active means inhibition above about 58%; tested in S. cerevisiae
WT yeast gro inh mutant strain = further read-out of WT yeast gro inh, marked with its call; inhibition, %; mitochondrial fusion phenotypic screen, mutant strain inhibition
Myeloid diff 2 GFP+ MAC1+ % = also measured in Myeloid diff 2; calls as there; GFP+ MAC1+ double positive, %; measured here: differentiation confirmed by MAC1 staining
Numbers without * were called inactive; i = inactive; ? = inconclusive; · = not tested or not shown; + = active, no number. Unless noted, no stated cut-off is given here; in the data, active means inhibition above about 50%; inactive means the rest.

SMILES	TNAP activation fold	PMI inhibitors	RSV CPE inhibition	Myeloid diff 2	Myeloid diff 2 GFP+ MAC1+ %	PhoP inhibition	PMI inhibition	XIAP displacement	Siah-1 displacement	WT yeast gro inh	WT yeast gro inh mutant strain
CCS(=O)(=O)Nc1ccc(C2=NN(C(=O)c3ccccc3)C(c3cccs3)C2)cc1 (stereo unspecified)	·	·	18.6%	i	1.3	-3.5%	·	·	2.6%	·	·
O=C1CCCN2N=C(SCC(=O)Nc3ccc([N+](=O)[O-])cc3)SC2=N1	·	·	0.5%	i	0.8	9.5%	·	·	12.2%	·	·
Cc1noc(C)c1COC(=O)c1ccccc1Oc1ccccc1	1.1	24.9%	0.9%	i	0.2	11.0%	23.7%	-1.5%	-1.1%	-7.2	14.3
O=C(c1ccc2c(c1)N(Cc1ccccc1)CCS2)N1CCOCC1	·	·	-0.5%	i	0.8	0.3%	·	·	4.1%	·	·
COC(=O)Cc1csc(/N=C/c2c(O)n(-c3cccc(C(F)(F)F)c3)c(=O)c3ccccc23)n1	1	-31.3%	1.1%	i	0.3	-0.6%	-23.8%	-0.1%	-0.1%	5.1	9.9
N#CC1=C(N)Oc2n[nH]c(-c3cccs3)c2C1c1ccccc1C(=O)O (stereo unspecified)	1.1	2.9%	-0.6%	i	0.5	23.4%	14.5%	-3.4%	8.6%	-5.8	5.3
COc1ccc(C(C(=O)NCC2CCCO2)N(C(=O)c2snc(C(N)=O)c2N)c2ccccc2C)cc1OC (stereo unspecified)	·	·	2.3%	i	0.3	-3.1%	·	·	-4.4%	·	·
CCOC(=O)N1CCN(CC(=O)Nc2sc(CC)cc2C(=O)c2ccc(OC)cc2)CC1	·	·	8.0%	i	0.2	3.4%	·	·	-2.0%	·	·
Cc1cc(C)nc(NS(=O)(=O)c2ccc(NC(=O)c3ccc(N4C(=O)CCC4=O)cc3)cc2)n1	1.1	7.2%	1.0%	i	0.7	28.2%	4.8%	-6.4%	-1.7%	7.1	6.7
Cc1cc(C)cc(NC(=O)C(NCC2CCCO2)c2ccccc2)c1 (stereo unspecified)	1	12.2%	0.6%	i	0.6	4.8%	-5.5%	-2.2%	-1.3%	-1.7	18.1
Cc1nn(C)c(C)c1CN(Cc1nc(-c2ccc(F)cc2F)oc1C)C1CC1	1	4.1%	7.0%	i	0.3	-0.5%	-1.9%	-8.0%	-3.6%	-5.2	14.4
COC(=O)c1ccccc1Sc1ncnc2onc(C)c12	1.2	-1.9%	0.4%	i	0.1	-2.1%	-3.6%	-1.9%	8.9%	26.6	12.7
CS(=O)(=O)N1CCN=C1SCc1ccc([N+](=O)[O-])cc1	1.1	-2.2%	1.1%	i	0.3	1.7%	-4.8%	-0.3%	7.4%	-5.1	-1.9
CCN(CC)S(=O)(=O)c1ccc(N/N=C(\C)c2cccnc2)nc1	·	·	0.4%	i	0.1	8.1%	·	·	-3.7%	·	·
Cn1c(=O)n(Cc2ccccc2Cl)c(=O)c2c1[nH]c(=S)n2C	·	·	9.7%	i	0.5	-5.9%	·	·	-0.2%	·	·
CC(C)OCCCn1c(-c2ccco2)nc2nc3ccccc3nc21	1.1	-27.3%	1.5%	·	·	-7.0%	-61.0%	-3.8%	0.0%	2.8	-2.8
COC(=O)C(O)(CC(=O)Nc1ccc(Cl)cc1F)C(F)(F)F (stereo unspecified)	1.1	6.0%	5.5%	i	7.5	0.1%	1.5%	0.8%	2.2%	49.7	-3.6
C=CCNC(=O)C1CCN(S(=O)(=O)c2ccccc2)CC1	1	5.5%	0.1%	i	1.0	-0.2%	7.0%	0.2%	1.2%	-2.1	0.5
N#Cc1ccc(N/N=C/c2cn(-c3ccccc3)nc2-c2ccccc2)c([N+](=O)[O-])c1	0.9	-4.0%	1.8%	i	0.4	19.3%	-8.6%	-4.4%	-0.9%	-3.2	-0.5
O=C(NC1=NCCS1)C1CC(=O)N(c2ccc(Cl)cc2)C1 (stereo unspecified)	1.1	0.2%	0.5%	i	0.3	7.6%	4.4%	-4.8%	-1.6%	-0.3	-5.8
CC1CCCCN1C(=O)C12CCC(C)(C(=O)C1)C2(C)C (stereo unspecified)	1	20.9%	-0.8%	i	1.4	25.3%	48.1%	-6.2%	-2.8%	7.7	22.1
Clc1cccc(Nc2nc(-c3ccncc3)cs2)c1	1.1	·	17.1%	i	0.1	5.4%	·	-2.6%	-0.8%	39.6	6.4
CC(C)NC(=O)c1onc(CSc2ccccc2F)c1C(=O)O	1.1	-1.5%	-1.5%	i	2.0	-2.8%	-5.9%	-5.0%	6.9%	16.3	24.5
COc1ccc(-c2oc3ccccc3c2C(=O)OCc2ccc([N+](=O)[O-])cc2)cc1	·	·	2.6%	i	0.9	8.9%	·	·	0.5%	·	·
O=C(NCCS(=O)(=O)N1CCN(c2ccccc2F)CC1)c1ccc(Br)cc1	·	·	3.4%	i	0.8	7.7%	·	·	7.1%	·	·

Five compounds drawn at random from the list so far, as already listed:
SMILES	TNAP activation fold	PMI inhibitors	RSV CPE inhibition	Myeloid diff 2	Myeloid diff 2 GFP+ MAC1+ %	PhoP inhibition	PMI inhibition	XIAP displacement	Siah-1 displacement	WT yeast gro inh	WT yeast gro inh mutant strain
Cc1nn(C)c(C)c1CN(Cc1nc(-c2ccc(F)cc2F)oc1C)C1CC1	1	4.1%	7.0%	i	0.3	-0.5%	-1.9%	-8.0%	-3.6%	-5.2	14.4
O=C(c1ccc2c(c1)N(Cc1ccccc1)CCS2)N1CCOCC1	·	·	-0.5%	i	0.8	0.3%	·	·	4.1%	·	·
N#Cc1ccc(N/N=C/c2cn(-c3ccccc3)nc2-c2ccccc2)c([N+](=O)[O-])c1	0.9	-4.0%	1.8%	i	0.4	19.3%	-8.6%	-4.4%	-0.9%	-3.2	-0.5
Cc1cc(C)nc(NS(=O)(=O)c2ccc(NC(=O)c3ccc(N4C(=O)CCC4=O)cc3)cc2)n1	1.1	7.2%	1.0%	i	0.7	28.2%	4.8%	-6.4%	-1.7%	7.1	6.7
CS(=O)(=O)N1CCN=C1SCc1ccc([N+](=O)[O-])cc1	1.1	-2.2%	1.1%	i	0.3	1.7%	-4.8%	-0.3%	7.4%	-5.1	-1.9

Additional entries follow.
SMILES	TNAP activation fold	PMI inhibitors	RSV CPE inhibition	Myeloid diff 2	Myeloid diff 2 GFP+ MAC1+ %	PhoP inhibition	PMI inhibition	XIAP displacement	Siah-1 displacement	WT yeast gro inh	WT yeast gro inh mutant strain
CC(C)N(C1=N/C(=C\c2ccco2)C(=O)N1c1ccccc1)C(C)C	1	-4.0%	-0.5%	i	0.2	5.7%	-25.2%	-5.9%	-5.6%	19.4	10.6
COc1c(N2CCN(C(=S)Nc3ccccc3F)C(C)C2)c(F)cc2c(=O)c(C(=O)O)cn(C3CC3)c12 (stereo unspecified)	·	·	9.3%	i	0.5	5.43µM*	·	·	3.3%	·	·
CCCCOc1cccc(-c2nnc(N)s2)c1	1.1	1.0%	5.8%	i	0.7	-0.7%	3.6%	-3.5%	1.7%	3.5	24.7
NS(=O)(=O)c1ccc(CCNS(=O)(=O)c2cccs2)cc1	·	·	1.6%	i	0.8	2.5%	·	·	-6.4%	·	·
C=CCSc1nc(Oc2ccccc2)c2sccc2n1	0.9	7.1%	7.4%	i	0.4	2.5%	8.1%	-1.1%	3.3%	2.1	7.2
c1ccc(OCc2nc(-c3cccs3)no2)cc1	1	8.9%	1.8%	i	8.9	18.3%	3.4%	-13.8%	-1.4%	11.5	9.7
CCO[C@@H]1OC(C(=O)O)=C[C@H](C2CC2)[C@H]1CCCO	1.1	12.3%	2.9%	i	1.6	-10.5%	12.7%	-2.4%	-2.5%	2.6	13.8
Cc1cc(C)c(NC(=O)NC(=O)c2ccc(F)cc2)c(C)n1	1.1	6.4%	2.5%	i	0.2	-6.7%	33.1%	-2.1%	-2.0%	29.3	34.3
Cc1ccccc1C(=O)Nc1ccc(N2CCN(C)CC2)nc1	0.9	-4.8%	-2.1%	+	0.8*	-2.4%	-8.6%	-4.5%	-3.0%	-12.5	-11.0
Cc1ccc(S(=O)(=O)n2nccc2-c2c(-c3ccccc3)noc2C)cc1	·	·	1.8%	i	0.7	-4.8%	·	·	7.3%	·	·
COc1cccc(CNc2nc3nc(C)c(Cl)c(C)n3n2)c1	1.1	5.7%	6.9%	i	0.4	8.9%	4.4%	-2.1%	1.8%	14.7	-3.4
Cc1ccc(CN2C(=O)CCC2C(=O)NCCN(CC(C)C)CC(C)C)cc1 (stereo unspecified)	1.1	10.0%	0.3%	i	1.1	6.8%	7.2%	-0.1%	-3.2%	23.7	31.5
CCC(CC)c1nnc(NC(=O)c2nc3nc(C)cc(C)n3n2)s1	0.8	2.5%	0.8%	i	2.4	-16.1%	-4.8%	-1.0%	-0.8%	-3.0	10.7
O=S1(=O)N=C(N2CCCc3ccccc32)c2ccccc21	1	-12.2%	-0.4%	i	0.5	0.5%	-9.9%	-6.2%	-6.1%	-8.2	-26.0
COc1ccc(/C=C(/NC(=O)c2ccccc2)C(=O)N/N=C/c2cccs2)cc1OC	1.1	4.3%	1.4%	i	1.4	-9.2%	3.0%	-14.4%	-2.5%	-11.9	-17.9
Cc1csc(Sc2ccc([N+](=O)[O-])cc2C(=O)OCC(=O)NC(=O)NC(C)(C)C)n1	1	25.4%	2.5%	i	1.7	-3.8%	23.6%	-4.3%	-0.9%	0.9	-9.0
O=C(CC(Sc1n[nH]c(-c2ccccc2)n1)c1ccccc1)NCc1ccccc1 (stereo unspecified)	0.6	14.1%	1.9%	i	0.6	-14.2%	0.5%	1.3%	2.3%	-12.6	14.1
CCOc1ccc2c(c1)n(CO)c(=S)n2CO	1.4	36.3%	15.6%	i	1.8	-0.1%	14.6%	-3.3%	-4.6%	-2.7	2.0
CCOC(=O)c1sc(NC(=O)c2cc3ccccc3o2)nc1C	1.1	-9.7%	-0.6%	i	0.0	-1.6%	-12.1%	1.0%	5.2%	-3.2	1.0
Cc1nnc(SCC(=O)O)s1	1.1	1.2%	0.1%	i	0.3	-2.6%	-2.3%	-7.7%	0.0%	-14.1	1.9
COC(=O)c1ccc(N2C(=O)CC(Sc3n[nH]c(C)n3)C2=O)cc1 (stereo unspecified)	1.2	18.7%	1.1%	i	0.8	13.8%	0.3%	-5.6%	1.1%	3.3	16.0
CC(C)(C)NC(=O)NC(=O)COC(=O)c1c(F)cccc1Cl	1.1	-2.2%	1.5%	i	0.2	-1.9%	2.7%	-5.1%	-2.0%	-12.7	7.8
CNC(=O)COC(=O)c1ccc(Cl)c(S(N)(=O)=O)c1	·	·	1.2%	i	0.5	0.6%	·	·	-5.0%	·	·
O=C1/C(=C/c2cccs2)SC(=S)N1CCC(=O)N1CCCCC1CCO (stereo unspecified)	·	·	0.5%	?	·	3.4%	·	·	-7.0%	·	·
COc1ccc(CC(=O)Nc2cccc(SC)c2)cc1	1.1	0.6%	1.7%	i	0.3	0.5%	1.7%	-6.6%	-4.7%	-20.6	-26.3
Cc1c(CC(=O)Nc2ccc(Cl)cc2)sc2ccc(Cl)cc12	·	·	0.4%	i	1.3	-4.0%	·	·	7.8%	·	·
Cc1nnc2sc(SCC(=O)N3CCCCC3)nn2c1=O	·	·	1.1%	i	0.9	0.7%	·	·	1.9%	·	·
